# Screening results: PubChem, several laboratories
# NALP1 inh – inhibitors of NALP1 inflammasome in yeast; S. cerevisiae NALP1/ASC/caspase-1 growth, X-gal OD620, 72 h; inhibition, % at 10 µM; 280,000 tested, 0.61% active; AID 2071; in the data active = inhibition mostly above about 24%, no sharp cut-off; inactive = mostly below about 32%; note: some compounds called inactive have numbers as strong as hits
# M18AAP inhibitor – blocks P. falciparum M18 aspartyl aminopeptidase; inhibition, % at 7.35 µM; AID 1822; 290,000 tested, 1.2% active; recombinant PfM18AAP, H-Glu-NHMec fluorogenic cleavage;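 active = inhibition above the campaign mean inhibition over all tested compounds plus 3 SD, cut at about 28% in these data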;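 note: 0% = plate median of test compound wells and 100% = 2 mM ZnCl2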
# MEKK2 mut-MEK5 – signal of MEK5 binding to mutant human MEKK2 PB1 domain. bead flow cytometry, Alexa488-MEK5 binding to MEKK2 mutant. 290,000 tested, 0.35% active. percent response, % at 10 µM; in the data active = percent response above about 24%, passing the limit was not always enough; note: inactives centre near 1; some results filed as inactive read as strong as hits
# V1aR counter – counter-screen for oxytocin receptor agonists: human V1a receptor agonists | activation, % at 3 µM | CHO-V1R cells, Fluo-8 calcium fluorescence, agonist mode; 0% DMSO, 100% 3 nM vasopressin | P37288 | 320,000 tested, 0.25% active;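 active = activation above the mean activation of all tested compounds plus 3 SD, per screening run, cut at about 20% in these data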;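 note: signal is peak over basal fluorescence ratio across a 100 second FLIPR read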
# GalR3 antag – blocks the human galanin receptor 3; O60755; HEK293 GalR3-CNG cAMP membrane potential fluorescence; galR3 body fused to GalR1 C-terminus; inhibition, % at 3 µM; 360,000 tested, 0.44% active; AID 651719;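 active = inhibition above the screen-wide average plus 3 SD, cut at about 13% in these data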;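 note: forskolin and galanin both at EC90 stimulate the cells; cAMP rise reported by CNG channel membrane potential dye signal; 0% = forskolin plus galanin with DMSO and 100% = forskolin alone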
# OXTR ag – activates the human oxytocin receptor. P30559. CHO-OTR cells, Fluo-8 calcium fluorescence; normalized: DMSO 0%, oxytocin 100%. activation, % at 3 µM. 320,000 tested, 0.32% active;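 active = activation above the mean of all tested compounds plus 3 SD, cutoff set per screening run, cut at about 20% in these data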;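 note: peak over basal fluorescence ratio from a 100 s FLIPR kinetic read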
# Target sequence (P30559 whole entry, looked up): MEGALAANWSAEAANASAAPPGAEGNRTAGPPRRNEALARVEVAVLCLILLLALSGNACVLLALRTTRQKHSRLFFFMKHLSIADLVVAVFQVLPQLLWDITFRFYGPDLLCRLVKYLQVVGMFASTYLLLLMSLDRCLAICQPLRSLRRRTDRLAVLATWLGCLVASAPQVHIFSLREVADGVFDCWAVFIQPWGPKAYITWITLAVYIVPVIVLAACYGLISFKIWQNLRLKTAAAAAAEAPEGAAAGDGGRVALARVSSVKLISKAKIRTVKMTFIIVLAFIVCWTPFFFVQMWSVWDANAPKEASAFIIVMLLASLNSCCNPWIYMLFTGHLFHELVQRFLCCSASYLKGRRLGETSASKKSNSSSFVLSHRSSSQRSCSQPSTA
# MEKK2 WT-MEK5 – raises or lowers MEK5 binding to wildtype human MEKK2 PB1 domain | Q9Y2U5 | bead flow cytometry, Alexa488-MEK5 binding to MEKK2 WT; actives lie on both sides | binding response (% of control), % at 10 µM | 290,000 tested, 1.1% active | AID 1531; in the data active = binding response below about 67% or above about 130%
# GPR7 antagonist – blocks human GPR7 receptor signaling. P48145. GPR7-expressing cells, fluorescence antagonist assay. inhibition, % at 4.4 µM. 290,000 tested, 1.1% active; in the data active = inhibition above about 16%, passing the limit was not always enough;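 note: cells stimulated with the agonist NPW; 0% = agonist with vehicle and 100% = vehicle without agonist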
# Target sequence (P48145 whole entry, looked up): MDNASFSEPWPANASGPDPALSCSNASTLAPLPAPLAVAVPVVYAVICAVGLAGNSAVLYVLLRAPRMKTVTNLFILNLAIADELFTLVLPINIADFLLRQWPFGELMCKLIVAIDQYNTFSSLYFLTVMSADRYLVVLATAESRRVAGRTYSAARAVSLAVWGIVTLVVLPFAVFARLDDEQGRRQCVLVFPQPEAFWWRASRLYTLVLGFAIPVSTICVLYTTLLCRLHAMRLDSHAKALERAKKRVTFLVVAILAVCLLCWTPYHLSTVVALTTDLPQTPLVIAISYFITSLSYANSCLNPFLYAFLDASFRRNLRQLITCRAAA
# OXTR potentiate – potentiates the human oxytocin receptor response | P30559 | CHO-OTR cells, Fluo-8 calcium fluorescence, potentiator mode; 0% = oxytocin EC15, 100% = EC100 | activation, % at 3 µM | 320,000 tested, 0.061% active;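 active = activation above that plate's cutoff, the mean activation of tested compounds plus 3 SD, cut at about 6.6% in these data, passing the limit was not always enough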;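 note: 100% uses oxytocin at 75 nM as the full agonist control; some results filed as inactive read as strong as hits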
#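 Material: CHO-OTR cells, human receptor; compound dosing: single dose, 3.0 µM nominal final compound concentration; schedule: 6 min compound pre-incubation at room temperature, 100 s kinetic read; measured by: kinetic Fluo-8 calcium fluorescence; read-out basis: % activation vs EC15 and EC100 oxytocin; controls: EC15 oxytocin alone as 0%, 75 nM oxytocin as 100%; replicates: singlicate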
# Starred values were filed as active, the others as inactive; x = not tested or not shown. The order is random; about 4.1% have a hit in one of these screens.
# Letter code – A = NALP1 inh; B = M18AAP inhibitor; C = MEKK2 mut-MEK5; D = V1aR counter; E = GalR3 antag; F = OXTR ag; G = MEKK2 WT-MEK5; H = GPR7 antagonist; I = OXTR potentiate
> CC(=O)c1ccc(OCCOc2ccc(Cl)c3cccnc23)cc1
  A: 12.8; B: -6.7; C: -2.0; D: 4.3; E: -6.7; F: 4.5; G: 96.0; H: -10.5; I: -18.4

> Cc1ccc(-c2csc(=S)n2CC(=O)OCC(=O)NCc2ccc(F)cc2)cc1
  A: 13.2; B: -2.3; C: 3.0; D: 0.1; E: x; F: -0.3; G: 115.0; H: 7.0; I: -7.4

> CCCC[C@@H]1CNCCN1CC1(c2ccccc2)CC1
  A: x; B: x; C: x; D: 0.7; E: -2.1; F: 1.5; G: x; H: x; I: 0.4

> CCOC(=O)c1ccc(N2C(=O)C3C(/C=C/c4ccccc4)OC4(C(=O)c5ccccc5C4=O)C3C2=O)cc1 (configuration not stated)
  A: 21.4; B: -8.8; C: -1.0; D: 1.4; E: 4.6; F: 0.0; G: 100.0; H: -0.7; I: -3.7

> CCCCOc1ccc(N(CC(=O)NC(C)C)C(=O)CCC(=O)Nc2ccccn2)cc1
  A: -13.0; B: -3.3; C: -8.0; D: 1.6; E: -2.8; F: 0.2; G: 93.0; H: -12.0; I: -14.3

> COc1ccc(C)cc1N1C(=N)/C(=C2/Nc3ccccc3S2)C(c2ccccc2)C1=O (configuration not stated)
  A: 24.9; B: 3.5; C: -1.0; D: -0.1; E: 0.4; F: 0.3; G: 97.0; H: -5.0; I: -2.2

> O=C(CN1C(=O)/C(=C\c2cccc(Br)c2)Oc2ccccc21)NCC1CCCO1 (configuration not stated)
  A: 9.7; B: -6.9; C: -6.0; D: 1.1; E: -5.6; F: -0.1; G: 97.0; H: 4.0; I: -4.8

> c1ccc(-n2c(Cc3cccnc3)nc3cnccc32)cc1
  A: x; B: 2.7; C: -10.0; D: 0.6; E: -2.2; F: 0.2; G: 90.0; H: -2.7; I: -9.7

> CCN(CC1CCCO1)C(=O)c1cc(COc2ccccc2SC)on1 (configuration not stated)
  A: 15.2; B: 3.2; C: 4.0; D: 5.9; E: -1.4; F: 1.9; G: 105.0; H: -18.4; I: -0.3

> S=C1NC2(CCCC2)N=C1c1ccccc1
  A: 8.4; B: 4.3; C: -1.0; D: -0.3; E: -3.7; F: -1.0; G: 99.0; H: 3.7; I: 1.6

# Laid out differently: entries from further up
molecule,NALP1 inh,M18AAP inhibitor,MEKK2 mut-MEK5,V1aR counter,GalR3 antag,OXTR ag,MEKK2 WT-MEK5,GPR7 antagonist,OXTR potentiate
CC(=O)c1ccc(OCCOc2ccc(Cl)c3cccnc23)cc1,12.8,-6.7,-2.0,4.3,-6.7,4.5,96.0,-10.5,-18.4
Cc1ccc(-c2csc(=S)n2CC(=O)OCC(=O)NCc2ccc(F)cc2)cc1,13.2,-2.3,3.0,0.1,x,-0.3,115.0,7.0,-7.4
CCCC[C@@H]1CNCCN1CC1(c2ccccc2)CC1,x,x,x,0.7,-2.1,1.5,x,x,0.4
CCOC(=O)c1ccc(N2C(=O)C3C(/C=C/c4ccccc4)OC4(C(=O)c5ccccc5C4=O)C3C2=O)cc1 (configuration not stated),21.4,-8.8,-1.0,1.4,4.6,0.0,100.0,-0.7,-3.7
CCCCOc1ccc(N(CC(=O)NC(C)C)C(=O)CCC(=O)Nc2ccccn2)cc1,-13.0,-3.3,-8.0,1.6,-2.8,0.2,93.0,-12.0,-14.3
COc1ccc(C)cc1N1C(=N)/C(=C2/Nc3ccccc3S2)C(c2ccccc2)C1=O (configuration not stated),24.9,3.5,-1.0,-0.1,0.4,0.3,97.0,-5.0,-2.2
O=C(CN1C(=O)/C(=C\c2cccc(Br)c2)Oc2ccccc21)NCC1CCCO1 (configuration not stated),9.7,-6.9,-6.0,1.1,-5.6,-0.1,97.0,4.0,-4.8
c1ccc(-n2c(Cc3cccnc3)nc3cnccc32)cc1,x,2.7,-10.0,0.6,-2.2,0.2,90.0,-2.7,-9.7
CCN(CC1CCCO1)C(=O)c1cc(COc2ccccc2SC)on1 (configuration not stated),15.2,3.2,4.0,5.9,-1.4,1.9,105.0,-18.4,-0.3

# Following part
# Every second line gives: NALP1 inh, M18AAP inhibitor, MEKK2 mut-MEK5, V1aR counter, GalR3 antag, OXTR ag, MEKK2 WT-MEK5, GPR7 antagonist, OXTR potentiate
> CSc1ccccc1NC(=O)CCn1c(=O)oc2ccccc21
 : -12.0, 3.3, 3.0, -0.2, -1.4, -0.5, 101.0, -9.7, -2.1
> O=C(NC(=S)Nc1cccc2c(O)cccc12)c1cccc(Br)c1
 : 18.1, 9.5, 7.0, 0.9, 3.9, 0.5, 94.0, 0.5, -15.5
> CCCCn1c(N)c(N(CCOC)C(=O)COC(=O)COc2cccc(C(C)=O)c2)c(=O)[nH]c1=O
 : x, x, x, -1.4, -5.2, 0.5, x, x, -5.9
> CC(C)OCCCN1CN(S(=O)(=O)c2cccc(Cl)c2)c2nc3ccccc3nc21
 : -4.2, 4.3, 3.0, -0.6, -2.0, -0.3, 95.0, -8.6, -11.4
> COc1cc([N+](=O)[O-])cc(/C=N/NC(=O)c2cc(-c3ccccc3)nc3ccccc23)c1O
 : 10.9, -7.9, 8.0, 1.2, -1.4, -1.1, 102.0, -1.1, -17.9
> O=C(O)CSc1nnc(Cn2nnc3ccccc32)n1CCc1ccccc1
 : 6.8, -7.3, -1.0, 0.1, 1.4, 2.5, 99.0, 22.2, -9.4
> CC(=O)c1ccc(NC(=O)CSc2cn[nH]n2)cc1
 : -4.8, 8.7, -5.0, -0.1, -9.6, 0.3, 94.0, -5.9, -5.1
> CCCCNC(=O)c1onc(CCl)c1C(=O)OC
 : 26.6, 2.7, -5.0, 0.2, -7.4, -0.3, 96.0, -11.5, -5.8
> O=C(c1ccc(NS(=O)(=O)/C=C/c2ccccc2)cc1)N1CCCCC1
 : x, x, x, 6.3, -6.6, 7.0, x, x, -6.7
> COc1cc(O)c2c(c1)OC(c1ccc(O)cc1)CC2=O (configuration not stated)
 : -6.0, 5.7, 1.0, -0.1, -7.1, 0.2, 97.0, -10.2, -4.9
> O=[N+]([O-])c1ccc(N2CCOCC2)cc1NC(c1ccccc1)c1ccccc1
 : 30.9, 2.2, -1.0, -1.4, 10.9, -2.9, 91.0, -6.1, -7.1
> CCCCN(C(=O)c1ccc(-c2ccc(Cl)cc2)o1)c1c(N)n(CCC)c(=O)[nH]c1=O
 : x, x, x, -0.1, 3.0, -1.0, x, x, -0.8
> COc1ccccc1N=Nc1ccc(N)c(C)c1
 : 10.6, -0.4, 3.0, 0.1, -10.7, -0.8, 100.0, 3.4, -9.3
> CCOC(=O)NC(=O)/C(C#N)=C\Nc1ccc(Cl)cc1Cl
 : 5.5, -1.7, 0.0, -0.3, -4.6, -0.8, 102.0, -5.6, -2.8
> Clc1cccc(Oc2ncc(CN3CCOCC3)s2)c1
 : 1.8, 1.0, -7.0, -0.2, -4.9, 0.0, 83.0, 0.7, -13.5
> CCN(CC(=O)NCc1cccs1)C(=O)c1ccc(NS(=O)(=O)c2cccc([N+](=O)[O-])c2)cc1
 : x, x, x, -0.9, -0.2, -0.4, x, x, -2.6
> CN(C)c1ccc(NC(=O)c2cccc(N3C(=O)C4C5C=CC(C5)C4C3=O)c2)cc1 (configuration not stated)
 : 0.6, -7.2, 5.0, 1.6, -4.7, 1.2, 91.0, -9.2, 1.0
> CN(C)c1ccc(/C=N/NC(=O)CCCCCNC(=O)c2ccccc2)cc1
 : 4.5, -7.9, 3.0, -0.5, -4.4, 0.1, 108.0, -2.1, -2.2
